Screens from PubChem BioAssay.
ER stress rescue: rescue of cells from ER stress-induced death, primary screen, 384-well, CSM14.1, thapsigargin, ATP luminescence (AID 1222). CSM14.1 thapsigargin-induced death rescue, ATP luminescence; higher % means a stronger effect. cellular ATP content (survival), % at 20 µM; hits with a dose series show EC50 in µM. 190,000 tested, under 10 active;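 active = EC50 below 50 µM in the dose-response confirmation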;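 note: death triggered by thapsigargin at about 15 µM added after 2 h compound pretreatment; cell ATP read after overnight thapsigargin exposure of roughly 18 to 22 hours; normalized against plate controls of thapsigargin alone and 5% DMSO vehicle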
SIAH1 antagonists: blockers of Siah-1 interaction with plectin peptide – biochemical, fluorescence polarization, rhodamine-plectin, uHTS, primary screen (AID 1817); Siah-1 / rhodamine-plectin peptide fluorescence polarization; higher % means a stronger effect; displacement, % at 20 µM, or IC50 in µM where a hit was titrated; 290,000 tested, 0.02% active;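 active = displacement of at least 50% at 20 µM, with a fluorescence ratio check between 0.3 and a set limit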;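 note: plate controls were Siah plus tracer with DMSO for no effect and tracer alone without Siah for full effect; strong numbers were not always called active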
XIAP antagonists: small molecules displacing peptide from XIAP – biochemical, IAP family, fluorescence polarization (AID 1018). one-dose displacement, % at 20 µM; IC50 in µM for titrated hits. 200,000 tested, 0.007% active. XIAP BIR domain, fluorescence polarization peptide displacement; higher % means a stronger effect; in the data active = displacement above about 50%; note: a part of the inactive calls stands beside numbers as strong as those of hits
West Nile antiviral: West Nile virus antiviral activity, cell-based, CPE readout (AID 1621); West Nile virus-infected cells, CPE inhibition; higher % means a stronger effect; CPE inhibition, % at 10 µM; hits with a dose series show IC50 in µM; 290,000 tested, 0.02% active; in the data active = a potency from the dose series; note: strong numbers were not always called active
Yfh1-depleted yeast: enhancers of respiration in Yfh1-depleted yeast, dose response, Friedreich's ataxia, plus single-dose screen (AID 1465); S. cerevisiae Yfh1-off respiration, WST-1 reduction, 72 h; higher fold induction means a stronger effect; fold induction at 50 µM; hits with a dose series show EC50 in µM; 220,000 tested, 0.074% active;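 active = fold induction of absorbance versus untreated yeast above a set limit, then at least 30% activation at any dose in follow-up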;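 note: activators that raise dye reduction in frataxin-depleted yeast; strong numbers were not always called active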
P. falciparum M17LAP: P. falciparum M17LAP inhibitors, primary screen, biochemical, fluorogenic H-Leu-NHMec substrate, 1536-well (AID 1619). 220,000 tested, 0.38% active. recombinant M17LAP, H-Leu-NHMec fluorogenic kinetic assay; higher % means a stronger effect. one-dose inhibition, % at 30 µM; IC50 in µM for titrated hits;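 active = compound inhibiting the enzyme by more than half at any dose during confirmatory dose-response retesting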;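 note: plate controls were full reaction with DMSO carrier for no effect and no enzyme background for full effect; strong numbers were not always called active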
PMI inhibition: human PMI inhibitors, high substrate, primary screen, biochemical, fluorescence intensity, high mannose 6-phosphate (AID 1220) | recombinant PMI enzyme, coupled fluorescence intensity; higher % means a stronger effect | one-dose inhibition, % at 20 µM; IC50 in µM for titrated hits | 190,000 tested, 0.66% active; in the data active = inhibition above about 50%
Salmonella PhoP GFP: PhoP-dependent GFP reporter repression – Salmonella Typhimurium, primary screen (AID 1863) | S. Typhimurium PhoP-regulated promoter GFP reporter, 4 h; higher % means a stronger effect | one-dose inhibition, % at 50 µM; IC50 in µM for titrated hits | 300,000 tested, 0.16% active;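 active = inhibition over 29.93%, a cutoff 3 SD above the screen mean, later confirmed by dose response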;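 note: 0% = low Mg2+ inducing control and 100% = high Mg2+ repressing control; strong numbers were not always called active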
M1AAP inhibition: malaria alanyl aminopeptidase activity blockers – biochemical, fluorogenic H-Leu-NHMec substrate, 1536-well (AID 1445); recombinant M1AAP, H-Leu-NHMec fluorogenic kinetic assay; higher % means a stronger effect; inhibition, % at 30 µM, or IC50 in µM where a hit was titrated; 220,000 tested, 0.42% active;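 active = primary inhibition above the hit cutoff, then over 50% inhibition at one or more dose response concentrations, cut at about 23% in these data, passing the limit was not always enough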;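 note: plate controls were DMSO full reaction for no effect and no enzyme background for full effect; strong numbers were not always called active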
* hit, by the source's call; i = inactive; · = not tested or not shown.

SMILES	ER stress rescue	SIAH1 antagonists	XIAP antagonists	West Nile antiviral	Yfh1-depleted yeast	P. falciparum M17LAP	PMI inhibition	Salmonella PhoP GFP	M1AAP inhibition
CNC(=O)/C(C#N)=C/c1ccc(-c2ccc(Cl)cc2)o1	2.2%	2.3%	-2.1%	-0.7%	i	9.3%	·	7.7%	10.4%
COC(=O)c1c[nH]n2c(=O)c(Cc3ccc(F)cc3Cl)c(C)nc12	-2.1%	-2.0%	-4.4%	1.5%	i	-27.5%	3.6%	-13.7%	7.0%
COc1ccc2nc(NCCCNC(=O)c3cc(OC)c(OC)c(OC)c3)c(C#N)cc2c1	2.3%	2.2%	-0.7%	0.3%	i	-32.9%	20.2%	-14.5%	10.9%
COc1ccc(CCNC2CC(=O)N(CCc3ccccc3)C2=O)cc1 (stereo unspecified)	-1.3%	2.9%	-6.6%	0.0%	i	2.2%	1.3%	5.3%	4.8%
S=C(NN=C1C2CC3CC(C2)CC1C3)Nc1ccccc1	-1.5%	-7.8%	-0.4%	0.2%	i	13.6%	-0.7%	36.5%	3.1%
CCCCn1c(=O)n(Cc2cccc(F)c2)c(=O)c2c1ncn2Cc1ccco1	·	-0.1%	-1.4%	0.2%	i	6.2%	0.0%	3.7%	5.9%
CC1CCN(C(=O)c2cc(-c3ccccc3O)on2)CC1	0.7%	1.9%	-3.8%	-0.4%	i	0.9%	5.5%	-12.5%	2.1%
COc1ccc(C2(C(=O)Nc3ccc(S(=O)(=O)Nc4nc(C)cc(C)n4)cc3)CCCC2)cc1OC	-2.4%	3.7%	-8.4%	-0.4%	i	12.8%	-7.5%	0.8%	7.0%
COc1ccccc1C(CNC(=O)c1ccc(S(=O)(=O)NCc2ccco2)cc1)N(C)C (stereo unspecified)	-1.9%	-0.3%	-3.9%	-0.8%	i	-9.4%	-4.0%	-8.5%	4.1%
COc1ccccc1C(=O)Nc1nnc(-c2ccc(F)cc2)o1	-0.4%	-0.3%	-1.5%	0.3%	i	7.5%	10.0%	-12.0%	12.7%
COC(=O)c1c(-c2ccc3ccccc3c2)csc1NC(=O)Cc1ccc(OC)c(OC)c1	-0.7%	-4.8%	-4.3%	·	·	-6.6%	13.0%	-6.3%	-5.4%
CSc1ccccc1NS(=O)(=O)c1ccccc1	-2.2%	-3.3%	-3.6%	0.4%	i	-4.4%	-15.7%	17.2%	2.7%
CCN(CCn1cccn1)C(=O)CCc1nnc(-c2ccccc2)o1	2.3%	-0.2%	-6.3%	0.6%	i	2.7%	9.7%	0.1%	-0.2%
CC1Cc2nc(SCC(=O)Nc3nccs3)n(Cc3ccccc3)c(=O)c2S1 (stereo unspecified)	3.6%	-1.0%	-0.9%	0.2%	i	-5.1%	-3.7%	2.5%	-5.1%
Cc1ccc(S(=O)(=O)NC(C)C(=O)Nc2ccc(C(N)=O)cc2)cc1 (stereo unspecified)	-1.2%	-2.4%	-7.4%	0.3%	i	3.0%	3.5%	2.4%	1.0%
Cc1nnc(SCC(=O)NC2CCCCC2C)s1 (stereo unspecified)	0.5%	-2.3%	-13.3%	-0.6%	i	·	6.1%	·	·
Cc1cc2c(nc1C)CCCN2C[C@@H](C)O/N=C1/[C@H]2CCn3c(=O)n(-c4ccccc4)c(=O)n3[C@H]2[C@H](O)[C@@H]2O[C@H]12	-4.0%	3.7%	-11.2%	-0.2%	i	-67.0%	10.2%	0.3%	4.3%
Cc1nn(C)c(Cl)c1CN1CCCC(CO)(Cc2ccccc2)C1 (stereo unspecified)	-0.4%	3.3%	-1.1%	-0.6%	i	6.2%	14.2%	6.0%	3.9%
CN(C)c1ccc(NC(=S)NC(=O)/C=C/c2ccco2)cc1	0.3%	5.8%	-2.6%	0.5%	i	9.3%	20.0%	-8.4%	12.7%
COC(=O)c1cc(C(=O)NC(C)(C)CC(C)(C)C)cc([N+](=O)[O-])c1	-1.9%	-6.0%	0.9%	0.2%	i	22.1%	7.3%	6.3%	11.3%

Compound profiles, from the list above. Screens in order: ER stress rescue, SIAH1 antagonists, XIAP antagonists, West Nile antiviral, Yfh1-depleted yeast, P. falciparum M17LAP, PMI inhibition, Salmonella PhoP GFP, M1AAP inhibition
CN(C)c1ccc(NC(=S)NC(=O)/C=C/c2ccco2)cc1 is entered as 0.3%, 5.8%, -2.6%, 0.5%, i, 9.3%, 20.0%, -8.4%, 12.7%
CCN(CCn1cccn1)C(=O)CCc1nnc(-c2ccccc2)o1 is entered as 2.3%, -0.2%, -6.3%, 0.6%, i, 2.7%, 9.7%, 0.1%, -0.2%
Cc1nnc(SCC(=O)NC2CCCCC2C)s1 (stereo unspecified) is entered as 0.5%, -2.3%, -13.3%, -0.6%, i, ·, 6.1%, ·, ·
COC(=O)c1cc(C(=O)NC(C)(C)CC(C)(C)C)cc([N+](=O)[O-])c1 is entered as -1.9%, -6.0%, 0.9%, 0.2%, i, 22.1%, 7.3%, 6.3%, 11.3%
COc1ccc2nc(NCCCNC(=O)c3cc(OC)c(OC)c(OC)c3)c(C#N)cc2c1 is entered as 2.3%, 2.2%, -0.7%, 0.3%, i, -32.9%, 20.2%, -14.5%, 10.9%

Further results follow.
SMILES	ER stress rescue	SIAH1 antagonists	XIAP antagonists	West Nile antiviral	Yfh1-depleted yeast	P. falciparum M17LAP	PMI inhibition	Salmonella PhoP GFP	M1AAP inhibition
COCCNC(=O)CCc1c(C)nc2c(-c3ccc(F)cc3)c(C)nn2c1C	1.7%	-3.8%	-0.5%	-0.4%	i	6.1%	-5.1%	8.3%	-1.0%
Cn1c(=O)c2c(nc(NCCCO)n2CCc2ccccc2)n(C)c1=O	-2.1%	-1.6%	-3.0%	-0.6%	i	-1.7%	1.8%	-4.7%	8.0%
O=C1OCCC1Sc1nnc(-c2cccs2)n1Cc1ccccc1 (stereo unspecified)	0.5%	-2.1%	-5.1%	-0.1%	i	-3.4%	-3.1%	-13.8%	1.4%
CCOc1ccc(/C=N/NC(=O)C(C)Sc2ccccn2)cc1OCC (stereo unspecified)	0.1%	6.3%	-9.7%	0.5%	i	-7.5%	3.0%	3.5%	6.2%
CCOC(=O)COc1nc(-c2ccc(C)cc2)cc(-c2ccco2)c1C#N	·	1.8%	·	0.1%	i	5.5%	·	-10.2%	4.4%
CCC(C)(C)n1nnnc1C(C(C)C)N1CCSCC1 (stereo unspecified)	-0.7%	1.7%	-4.3%	-0.8%	i	-0.8%	3.7%	1.6%	-0.8%
CCC(=O)NNc1cccc(Cl)n1	-2.0%	0.6%	-4.2%	·	·	1.2%	6.8%	-7.1%	8.2%
COc1ccc(C(C)=O)cc1COC(=O)c1ccc(N)c([N+](=O)[O-])c1	4.1%	-8.8%	-9.7%	-0.2%	i	3.1%	-10.1%	-9.2%	-1.6%
Cc1cccc(N2C(=O)CSC2c2cccnc2)c1 (stereo unspecified)	-3.7%	4.7%	-6.0%	-0.1%	i	18.5%	8.2%	4.0%	2.3%
CC(C)CN1CCC(=O)N([C@H](CSc2ccc(Br)cc2)c2ccccc2)CC1	·	-1.7%	·	-0.1%	i	16.7%	·	-4.9%	10.9%
Cc1cccc(N2C(=O)/C(=C/c3ccccn3)SC2=S)c1	·	0.3%	·	0.3%	i	-5.0%	·	-5.6%	2.9%
CC(Oc1ccc(Cl)cc1Cl)c1nc(-c2ccc(NC(=O)c3ccco3)cc2)no1 (stereo unspecified)	1.8%	2.0%	-6.5%	-1.2%	i	-4.7%	11.5%	-7.2%	-0.3%
Cc1ccnc(N2CCC(C(=O)Nc3ccc4c(c3)CCC4)CC2)n1	4.5%	1.4%	-2.4%	-0.2%	i	3.1%	13.0%	-12.8%	0.6%
COc1ccc(C(=O)COC(=O)CNC(=O)c2cc(OC)cc(OC)c2)cc1	-1.7%	6.9%	-0.8%	0.3%	i	6.7%	-2.4%	-6.2%	-2.0%
COc1ccc(/C=C/C2=CCN(Cc3ccc(OC)cc3)CC2)cc1	0.1%	0.1%	-5.3%	-2.1%	i	-15.0%	-17.0%	-3.3%	4.8%
CCc1ccc2nc3nc(C)cc(C)c3c(N)c2c1	-1.4%	-0.3%	-0.2%	11.6%	i	-156.9%	9.6%	-3.4%	-3.9%
CCCOc1ccc(-c2c(C(=O)N/N=C/c3ccc(C)cc3)nnn2-c2nonc2N)cc1	·	-8.7%	·	-0.5%	i	-5.0%	·	-3.2%	0.5%
Cc1ccccc1N/N=C/c1ccc(C#N)cc1	-5.1%	13.9%	2.5%	-0.9%	i	0.0%	-141.8%	-4.1%	5.1%
COc1ccc(C(=O)NCC(=O)NCC(c2ccco2)N(C)C)cc1OC (stereo unspecified)	-0.1%	-7.9%	-50.7%	0.0%	i	1.2%	5.1%	-6.0%	-2.4%
O=P(c1ccccc1)(c1ccccc1)N(c1ccccc1)c1ccccc1	-2.6%	-3.0%	-4.6%	-0.1%	i	-5.5%	8.0%	23.2%	-1.6%

2 compounds picked at random from the list so far:
SMILES	ER stress rescue	SIAH1 antagonists	XIAP antagonists	West Nile antiviral	Yfh1-depleted yeast	P. falciparum M17LAP	PMI inhibition	Salmonella PhoP GFP	M1AAP inhibition
Cc1cccc(N2C(=O)/C(=C/c3ccccn3)SC2=S)c1	·	0.3%	·	0.3%	i	-5.0%	·	-5.6%	2.9%
CC(Oc1ccc(Cl)cc1Cl)c1nc(-c2ccc(NC(=O)c3ccco3)cc2)no1 (stereo unspecified)	1.8%	2.0%	-6.5%	-1.2%	i	-4.7%	11.5%	-7.2%	-0.3%

(continued)
SMILES	ER stress rescue	SIAH1 antagonists	XIAP antagonists	West Nile antiviral	Yfh1-depleted yeast	P. falciparum M17LAP	PMI inhibition	Salmonella PhoP GFP	M1AAP inhibition
Cc1cc(N)n(-c2ccc(C)c(C)c2)n1	-2.4%	1.3%	-5.2%	0.0%	i	1.1%	-10.1%	2.8%	4.0%
Cn1c(SCC(=O)Nc2ccccc2)nnc1C(F)(F)F	-0.5%	-1.1%	-4.6%	·	i	18.3%	-6.4%	7.8%	2.7%
O=C(CCN1C(=O)c2ccccc2C1=O)C1=NN[C@@H]2C(=O)N(c3cccc(Cl)c3)C(=O)[C@H]12	-1.2%	0.7%	-3.0%	-0.6%	i	17.5%	4.8%	12.5%	-1.7%
CC(=O)Nc1ccc(NC(=O)Oc2ccccc2)cc1	-1.0%	-1.9%	-0.6%	0.1%	i	1.1%	8.1%	-2.7%	7.3%
CC(=O)Nc1ccc(NC(=O)c2ccc(Cn3cc(Cl)cn3)cc2)cc1	6.4%	0.7%	-17.6%	0.4%	i	0.2%	9.5%	-8.9%	6.7%
COc1ccc(NC(=O)CCCN2C(=O)C3C4C=CC(C4)C3C2=O)c(OC)c1 (stereo unspecified)	-1.0%	1.0%	-3.7%	-0.4%	i	19.8%	10.1%	-8.2%	3.5%
COc1cc(NC(=O)c2cccnc2)ccc1-c1cc2ccccc2oc1=O	1.6%	-0.1%	-8.7%	-0.8%	i	-1.6%	-19.0%	-4.8%	11.8%
CC(=O)Nc1ccc(NC(=O)/C(Cl)=C/c2ccccc2)cc1	-1.1%	-1.3%	-6.7%	0.4%	i	3.8%	-4.9%	-6.3%	-5.0%
